IEC-6 cytotox: counter-screen for KLF5 inhibitors: cytotoxicity in IEC-6 cells | inhibition, % at 5 µM | 290,000 compounds, 0.78% hits | IEC-6 cytotoxicity, luminescence viability | AID 1825; in the data active = inhibition above about 22%;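 note: 0% = plate median of test compound wells and 100% = cytotoxic reference compound wells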
KLF5 inh: inhibitors of KLF5 expression; DLD-1 KLF5 promoter-luciferase reporter, luminescence; inhibition, % at 5 µM; 290,000 compounds, 0.23% hits; AID 1700;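 active = inhibition above a per-plate limit of that plate's mean compound inhibition plus 3 SD, cut at about 60% in these data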;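 note: 0% = DMSO wells and 100% = LY294002 at 200 µM; higher means less KLF5 promoter-driven luciferase light; inactives centre near -14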
aSyn UTR inh: MLPCN primary screen, SNCA 5' untranslated region; alpha-synuclein 5'UTR reporter, inhibitor activity; inhibition, % (tested at 7.5 µM); 300,000 compounds, 0.82% hits; AID 1813; in the data active = inhibition above about 60%;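 note: H4 neuroglioblastoma cells stably carrying SNCA 5'UTR luciferase fusion; 0% = DMSO wells and 100% = positive control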
HIF act: HIF pathway transcriptional activation; 300,000 compounds, 0.32% hits; activation, % at 7.5 µM (by protocol); U2OS HRE-luciferase reporter, luminescence; normalized: DMSO 0%, desferrioxamine 100%;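 active = mean activation of at least 10% of the iron chelator positive control signal, with at least half of replicates also reaching 10%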
HDAC3 inh: blocks human histone deacetylase 3 | O15379 | recombinant HDAC3, fluorogenic peptide/trypsin coupled, fluorescence | inhibition, % at 8.3 µM | 320,000 compounds, 0.15% hits | AID 2718; in the data active = inhibition above about 26%, passing the limit was not always enough
Target sequence (O15379 whole entry, looked up): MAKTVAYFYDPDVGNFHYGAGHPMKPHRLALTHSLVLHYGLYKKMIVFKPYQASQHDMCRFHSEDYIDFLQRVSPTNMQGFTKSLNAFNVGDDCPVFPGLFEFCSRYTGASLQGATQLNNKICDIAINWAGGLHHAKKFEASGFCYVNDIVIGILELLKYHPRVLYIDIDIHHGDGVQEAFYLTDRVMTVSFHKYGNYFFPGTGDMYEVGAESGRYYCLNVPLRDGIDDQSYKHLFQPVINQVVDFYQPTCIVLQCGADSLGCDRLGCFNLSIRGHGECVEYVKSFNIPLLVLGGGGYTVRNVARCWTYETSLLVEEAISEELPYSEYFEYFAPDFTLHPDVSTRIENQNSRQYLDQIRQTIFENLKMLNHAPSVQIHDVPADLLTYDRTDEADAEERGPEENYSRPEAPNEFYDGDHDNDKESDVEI
HSF1 inh: HSF1 inhibition | activity change, negative = inhibition, % at 7.5 µM (by protocol) | 300,000 compounds, 0.77% hits | NIH3T3-HGL HSE-luciferase, MG132-induced, luminescence 8 h; stronger effect = lower value;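 active = more than half of replicate wells show activity change below -50%, luminescence cut by over half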;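 note: luciferase reports HSF-1 transcriptional activity via heat shock element; 0% = median of DMSO wells and -100% = zero luminescence signal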
HSP90 inh: HSP90 refolding inhibition in rabbit reticulocyte lysate | luciferase refolding luminescence, 3 h | inhibition, % at 5.6 µM | 290,000 compounds, 0.91% hits | AID 1789;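 active = inhibition above the screen-wide mean plus 3 SD, computed separately per campaign, cut at about 16% in these data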;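 note: 0% = DMSO wells and 100% = 60 µM geldanamycin wells; inhibitors lower the luminescence because luciferase stays unfolded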
AI-2 QS mod: modulators of Vibrio harveyi AI-2 quorum sensing system | Vibrio harveyi JMH597 AI-2 luminescence/OD600 ratio, 9 h; stronger effect = lower value; strain lacks LuxN and CqsS sensors; 0 = neutral-control median | activity change, % at 7.5 µM | 300,000 compounds, 0.4% hits; in the data active = activity change below about -75%, passing the limit was not always enough;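 note: luminescence divided by OD600 gain over 9 h not by final OD600 alone; inactives centre near 13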
Platelet DG rel: platelet dense granule release activity. human platelet-rich plasma, SFLLRN dense granule ATP release, luminescence. inhibition, %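 (compounds screened at 7.5 µM in platelet-rich plasma)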. 300,000 compounds, 0.22% hits;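 active = mean replicate score, as percent of positive control, at or above 50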
HSF-1 act: increases HSF-1 driven luciferase reporter signal; 300,000 compounds, 1.7% hits; NIH3T3-HGL HSF-1 luciferase reporter, MG132, 8 h; 100% = twice DMSO control signal; activation, % at 9 µM;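 active = mean replicate activation of at least 50% with a set share of replicates each reaching 50%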;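 note: 0% = median of the neutral control wells and 100% = twice that signal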
* marks the source's active call; other numbers are inactive results; x = no result given. Rows were taken by chance; 5% or so of the library scored in one or more.

item | SMILES | IEC-6 cytotox | HSP90 inh | Platelet DG rel | aSyn UTR inh | AI-2 QS mod | HSF-1 act | HSF1 inh | HDAC3 inh | KLF5 inh | HIF act
1 | CCC/C(=C1/C(=O)CC(C)(C)C(C(=O)OC)C1=O)N1CCCC1 (centres undefined) | 2 | -5 | -11 | -15 | 16 | -6 | 1 | -4 | -18 | 0.0
2 | O=C(N/N=C/c1ccccn1)c1ccc(NC(=O)c2ccc(F)cc2)cc1 | 3 | 4 | 8 | -18 | x | -1 | -1 | 1 | -7 | 0.5
3 | Cc1cc(=O)[nH]c(N/N=C/c2c(C)nn(-c3ccccc3)c2C)n1 | 3 | 0 | 4 | 30 | 25 | 13 | 1 | 1 | -4 | -0.2
4 | O=C(/C=C/c1cn(-c2ccccc2)nc1-c1cccnc1)N1CCCC1 | 15 | -1 | -2 | -14 | 12 | 4 | 4 | x | -8 | -0.4
5 | Cc1ccc2[nH]c(CN3CCN(C)C(CCO)C3)c(C)c2c1 (centres undefined) | 6 | 2 | 16 | -7 | -1 | 6 | 0 | 1 | -43 | -0.2
6 | CC1CCCC(NC(=O)CCn2c(=O)oc3ccccc32)C1C (centres undefined) | -2 | 1 | 0 | 8 | 8 | 3 | 6 | -1 | -18 | -0.1
7 | O=C(OCc1nc2ccccc2s1)C1CCN(C2=NS(=O)(=O)c3ccccc32)CC1 | 0 | 1 | -1 | -98 | 36 | 19 | -3 | 9 | -47 | 5.0
8 | Oc1ccc2ccccc2c1C=Nc1ccccc1 | 2 | 1 | 6 | 18 | 27 | 10 | -1 | x | -14 | 0.0
9 | CC(=O)c1sc(NC(=O)C2CCN(c3ncnc4sc(C)c(C)c34)CC2)nc1-c1ccccc1 | x | x | 16 | 1 | 3 | 3 | 11 | -6 | x | -0.6
10 | O=C(COC(=O)c1cccnc1Cl)Nc1cc(S(=O)(=O)N2CCCCC2)ccc1Cl | 3 | 2 | 0 | 6 | 33 | -7 | 3 | 3 | -5 | -0.2
11 | CC(C)CNC(=O)COC(=O)c1n[nH]c2ccccc12 | 4 | -2 | 5 | 23 | 14 | -10 | 2 | -10 | 12 | -0.1
12 | O=C(CCCn1c(=O)c2cccn2c2cccnc21)NCc1cccc(Br)c1 | 1 | -6 | 4 | -3 | 34 | 15 | 2 | 2 | -18 | -0.2
13 | Fc1ccc(Nc2nc(-c3ccncc3)nc3ccccc23)cc1F | -1 | -2 | 5 | -5 | 21 | -16 | -9 | 4 | -25 | -0.3
14 | Cc1ccc(Oc2coc3cc(OC(=O)c4cccs4)ccc3c2=O)cc1 | -2 | -4 | 0 | -34 | -60 | 23 | 14 | 10 | -41 | 0.6
15 | CCCC(=O)c1ccc(N2CCN(C(=O)c3cccs3)CC2)c(F)c1 | 2 | -1 | -1 | -14 | 20 | 9 | -3 | 9 | -15 | 0.4
16 | COC(=O)c1sc(N)c(C(=O)OC)c1COC(=O)[C@@H](NS(=O)(=O)c1cccc(Cl)c1)C(C)C | 1 | -4 | 4 | 13 | 18 | -19 | -4 | 10 | 7 | -0.3
17 | Cc1ccc(NC(=O)COC(=O)C2CCC(=O)N2)c(S(=O)(=O)N2CCOCC2)c1 (centres undefined) | 4 | 1 | 0 | 22 | 24 | -10 | 0 | -9 | -18 | 0.3
18 | O=c1oc(Nc2ccc(F)cc2)nc2ccccc12 | 1 | 18* | 70* | -49 | 1 | 23 | 12 | -7 | -111 | 1.3
19 | COc1cc(-c2c(NC(=O)c3ccco3)oc3c(C)cccc3c2=O)cc(OC)c1OC | 1 | 1 | 6 | -5 | 1 | 12 | 1 | -1 | -4 | -0.3
20 | Cc1cc(NC(=O)/C=C\C(=O)O)c([N+](=O)[O-])cc1C | -2 | -1 | -15 | -6 | 25 | 6 | 2 | 9 | -18 | 0.1
21 | Cc1c(NC(=S)NC(=O)c2cccc(Br)c2)c(=O)n(-c2ccccc2)n1C | -3 | -1 | 2 | -20 | 13 | -20 | -10 | 5 | -18 | 0.1
22 | CCCn1c(C(=O)OC)cc2c1ccn2-c1ccc(F)cc1 | -1 | -4 | 4 | 14 | 14 | -12 | 7 | 12 | 3 | 0.4
23 | COc1cccc(C2c3[nH]c4ccccc4c3C[C@H]3C(=O)N(c4ccccc4C(=O)N4CCC(C(=O)O)CC4)C(=O)N23)c1 (some centres undefined) | -1 | -6 | -1 | 2 | 22 | 3 | -4 | 7 | -22 | 0.4
24 | Cc1ccc2c(c1)c(-c1csc(N)n1)c(C)n2C | 0 | 4 | 0 | 10 | 4 | -14 | -1 | 0 | -46 | -0.2
25 | O=C(c1ccc(N2CCCC2=O)cc1)N1CCN(c2ccccc2)CC1 | -1 | 2 | 12 | -21 | 8 | -29 | -7 | 3 | 6 | 2.4
26 | COc1ccc2[nH]c(=O)c(CNc3cccc(C)c3)cc2c1 | 6 | -2 | 2 | -34 | 3 | -11 | 0 | 0 | -19 | 1.1
27 | COc1ccc(S(=O)(=O)N2CCN(Cc3ccc(Cl)cc3)CC2)cc1 | 2 | 3 | 9 | 11 | 18 | 0 | -1 | 3 | -26 | -0.9
28 | Cc1ccc(NC(=O)CCc2nc(-c3cccs3)no2)c(Br)c1 | -9 | -2 | 2 | -7 | 10 | 7 | 0 | -4 | -11 | 0.6
29 | NS(=O)(=O)c1cc(C(=O)OCC(=O)Nc2ccc(Cl)cc2[N+](=O)[O-])ccc1Cl | -5 | -5 | 0 | 1 | 27 | 4 | 0 | 5 | -20 | 0.2
30 | O=C(CN1Cc2ccccc2C1=O)Nc1ccc2c(c1)OCCO2 | 0 | 0 | -19 | -39 | -7 | -19 | -25 | -1 | -76 | 0.9
31 | CCCn1c(CCC(=O)Nc2ccccc2Cc2ccccc2)nc2cc(S(=O)(=O)N3CCOCC3)ccc21 | 1 | 5 | -8 | -27 | 17 | 3 | -2 | 6 | -9 | -0.5
32 | CCc1nnc(NC(=O)c2ccc(N(C)S(=O)(=O)c3ccccc3)cc2)s1 | 2 | 2 | 2 | -129 | 17 | 22 | 10 | 0 | -34 | 0.8
33 | CC(=O)N(CN1C(=O)c2ccccc2C1=O)c1cccc(C)c1 | -5 | 4 | -5 | 0 | 14 | -13 | -2 | -2 | -4 | -0.3
34 | Cc1cccc(C)c1NC(=O)NCCCN1CCN(c2ccccc2)CC1 | 5 | 8 | -1 | -3 | 14 | -1 | 4 | x | -19 | -0.1
35 | COc1cccc(NC(=O)CN(C)CC(=O)Nc2ccccc2-c2ccccc2)c1 | -5 | 1 | 1 | 15 | 7 | 8 | -1 | -1 | 1 | 0.5
36 | COC1=C/C(=C/c2c(N)n3cc(C)sc3nc2=O)C=CC1=O | 3 | -2 | -6 | -24 | 7 | 16 | 8 | 11 | 10 | 0.0
37 | O=C(O)COc1ccccc1/C=N/NC(=O)CNC(=O)c1ccco1 | 8 | 1 | -6 | -19 | 11 | 16 | -7 | 1 | 9 | -0.4
38 | CCCCn1c(N)c(N(CC(C)C)C(=O)c2cccc(S(=O)(=O)N3CC(C)OC(C)C3)c2)c(=O)[nH]c1=O (centres undefined) | x | x | 2 | -12 | 10 | 0 | -3 | x | x | 0.3
39 | CCOc1cccc(C(=O)NC(=S)Nc2ccc3c(c2)OCCO3)c1 | 4 | 2 | 8 | -87 | 3 | 15 | 7 | -4 | -32 | 3.0
40 | Cc1nn(-c2ccccc2)c(=S)c2ccccc12 | 3 | -1 | 0 | 6 | 10 | -8 | 2 | 2 | -13 | -0.1
41 | O=C(COC(=O)c1cncc(Br)c1)NCCC1=CCCCC1 | -4 | 4 | -6 | -17 | 21 | 1 | 5 | -8 | -19 | 0.0
42 | O=C(Nc1nc(-c2cccc([N+](=O)[O-])c2)cs1)C(c1ccccc1)c1ccccc1 | 4 | 0 | -3 | 21 | 2 | 1 | 5 | -2 | -7 | -0.1
43 | CCOc1ccc(C2/C(=C(\O)c3cccc(OC)c3)C(=O)C(=O)N2c2ccccn2)cc1OC (centres undefined) | 5 | 3 | -1 | -2 | 21 | -12 | 1 | 4 | -14 | 0.1
44 | O=C(Nc1c(F)cc(F)cc1Br)c1cc(-c2ccccc2)on1 | -5 | -5 | -2 | -25 | 23 | 27 | 8 | -1 | -31 | -0.8
45 | CCCC(=O)Nc1c(C)nn(C(=O)CCC)c1C | -5 | -3 | -6 | 9 | 15 | 16 | 3 | 3 | -28 | -0.2
46 | CCCCN(CCCC)CP(=O)(c1ccccc1)c1ccccc1 | 1 | 5 | 4 | -4 | 7 | -3 | -4 | -6 | -42 | -0.4
47 | CCOC(=O)Cc1nnc(Nc2ccc(C)cc2)c2ccccc12 | 4 | 1 | 2 | 27 | 2 | x | x | 7 | -15 | -0.1
48 | CC#CCN1C(=O)N[C@@H](c2ccccc2)C(C(=O)OC)=C1C | x | x | -3 | 16 | 9 | 5 | 0 | 0 | x | 0.0
49 | CCOC(=O)C(=O)NC(C)CCc1ccccc1 (centres undefined) | -2 | -3 | 2 | -15 | -1 | -1 | -8 | 1 | 14 | 0.0
50 | Cc1ccc(NS(=O)(=O)c2cc(C(=O)N3CCOCC3)ccc2C)cc1 | -1 | 0 | 9 | 2 | 3 | -10 | -8 | -9 | -18 | -0.8

The list goes on:
item | SMILES | IEC-6 cytotox | HSP90 inh | Platelet DG rel | aSyn UTR inh | AI-2 QS mod | HSF-1 act | HSF1 inh | HDAC3 inh | KLF5 inh | HIF act
51 | O=C(COC(=O)c1ccc([N+](=O)[O-])s1)NC(c1ccccc1)c1ccccc1 | -7 | 3 | -17 | -40 | 60 | 29 | 10 | 1 | -4 | 0.7
52 | Cc1cccc(C)c1NC(=O)C(c1ccccc1)N1CCN(C(=O)c2ccco2)CC1 (centres undefined) | -4 | -2 | 19 | -15 | 15 | -5 | -2 | 0 | -38 | -0.3
53 | COC(=O)Nc1sc2c(c1C(=O)NCc1ccco1)CCCC2 | -3 | 0 | 9 | 12 | 8 | -6 | 8 | -3 | -18 | 0.3
54 | Cc1ccc(C(=O)C(OC(=O)c2c(C)cc(=O)oc2C)c2ccccc2)cc1 (centres undefined) | -6 | 5 | -5 | 26 | 11 | -28 | -3 | -4 | -4 | 0.5
55 | CCOC(=O)C(C)Sc1ncc(-c2ccc(Cl)cc2)cn1 (centres undefined) | -5 | 0 | 6 | 13 | 7 | 21 | 6 | 6 | -7 | 0.0
56 | CC1COc2ccccc2N1S(=O)(=O)c1ccccc1 (centres undefined) | 2 | -1 | 0 | 9 | -3 | -8 | -6 | -1 | -14 | -0.2
57 | C=CCNc1cccc(Br)c1 | x | x | 3 | 0 | 6 | 3 | -1 | 4 | x | -0.7
58 | CCc1ccc(CN2C(=O)c3ccccc3C2C(=O)NCc2cccnc2)cc1 (centres undefined) | 1 | 3 | 1 | -5 | 4 | -15 | -9 | -8 | -1 | -0.1
59 | O=C(NCc1ccc(/C=c2\sc3n(c2=O)CCN=3)o1)C(=O)Nc1ccccc1 | -7 | -4 | 5 | -17 | 38 | 6 | 8 | 5 | -16 | 2.0
60 | COc1ccccc1N1CCN(C(=O)c2sc3ncnc(N4CCN(c5ccccn5)CC4)c3c2C)CC1 | 9 | 0 | -4 | 19 | 15 | -14 | -10 | -5 | -31 | -1.0

An excerpt of these results, field by field:
59. O=C(NCc1ccc(/C=c2\sc3n(c2=O)CCN=3)o1)C(=O)Nc1ccccc1
  IEC-6 cytotox: -7 | HSP90 inh: -4 | Platelet DG rel: 5 | aSyn UTR inh: -17 | AI-2 QS mod: 38 | HSF-1 act: 6 | HSF1 inh: 8 | HDAC3 inh: 5 | KLF5 inh: -16 | HIF act: 2.0

53. COC(=O)Nc1sc2c(c1C(=O)NCc1ccco1)CCCC2
  IEC-6 cytotox: -3 | HSP90 inh: 0 | Platelet DG rel: 9 | aSyn UTR inh: 12 | AI-2 QS mod: 8 | HSF-1 act: -6 | HSF1 inh: 8 | HDAC3 inh: -3 | KLF5 inh: -18 | HIF act: 0.3
